NALP1 yeast inh – NALP1 inflammasome inhibitors in reconstituted yeast, colorimetric, S. cerevisiae, triplicate retest; inhibition, % at 10 µM; S. cerevisiae NALP1/ASC/caspase-1 growth, X-gal OD620, 72 h; AID 2071, 2009; actives 0.61% (n = 280,000); in the data active means inhibition mostly above about 24%, no sharp cut-off; inactive means mostly below about 32%; further: some compounds called inactive have numbers as strong as hits
MEKK2mut PB1 HTS – MEK5 binding signal on mutant MEKK2 PB1, primary screen, biochemical, multiplex bead flow cytometry, Alexa488-MEK5 | Alexa488-MEK5 binding to MEKK2 mutant | percent response, % at 10 µM | actives 0.35% (n = 290,000) | AID 1530, 2009; in the data active means percent response above about 24%, passing the limit was not always enough; further: inactives centre near 1; some results filed as inactive read as strong as hits
MEKK2wt PB1 HTS – modulators of MEK5 binding to wildtype MEKK2, primary screen, biochemical, multiplex bead flow cytometry, Alexa488-MEK5; Mitogen-activated protein kinase kinase kinase 2 (Homo sapiens), Q9Y2U5; Alexa488-MEK5 binding to MEKK2 WT; actives lie on both sides; binding response (% of control), % at 10 µM; actives 1.1% (n = 290,000); in the data active means binding response below about 67% or above about 130%
GalR3 antagonist – GalR3 antagonists in HEK293 cells, primary screen, cell-based, fluorescence readout. Galanin receptor type 3 (Homo sapiens), O60755. HEK293 GalR3-CNG cAMP membrane potential fluorescence; galR3 body fused to GalR1 C-terminus. inhibition, % at 3 µM. actives 0.44% (n = 360,000). AID 651719, 2012;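 active means inhibition above the screen-wide average plus 3 SD, cut at about 13% in these data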;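 further: forskolin and galanin both at EC90 stimulate the cells; cAMP rise reported by CNG channel membrane potential dye signal; 0% = forskolin plus galanin with DMSO and 100% = forskolin alone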
Target sequence (O60755 1-299 limits assumed): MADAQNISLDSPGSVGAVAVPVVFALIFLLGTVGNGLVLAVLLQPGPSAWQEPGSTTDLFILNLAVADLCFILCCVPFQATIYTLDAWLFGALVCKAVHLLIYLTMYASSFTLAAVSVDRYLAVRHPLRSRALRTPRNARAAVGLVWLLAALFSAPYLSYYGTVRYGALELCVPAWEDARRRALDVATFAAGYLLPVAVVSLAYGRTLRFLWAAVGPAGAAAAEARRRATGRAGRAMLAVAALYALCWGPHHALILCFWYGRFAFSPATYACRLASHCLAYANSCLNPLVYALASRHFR
OXTR ag – human OXTR agonists, primary screen, fluorescence, CHO-OTR cells, Fluo-8 calcium; actives 0.32% (n = 320,000); activation, % at 3 µM; Fluo-8 calcium fluorescence; normalized: DMSO 0%, oxytocin 100%; Oxytocin receptor (Homo sapiens), P30559;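 active means activation above the mean of all tested compounds plus 3 SD, cutoff set per screening run, cut at about 20% in these data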;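 further: peak over basal fluorescence ratio from a 100 s FLIPR kinetic read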
Target sequence (P30559 whole entry, looked up): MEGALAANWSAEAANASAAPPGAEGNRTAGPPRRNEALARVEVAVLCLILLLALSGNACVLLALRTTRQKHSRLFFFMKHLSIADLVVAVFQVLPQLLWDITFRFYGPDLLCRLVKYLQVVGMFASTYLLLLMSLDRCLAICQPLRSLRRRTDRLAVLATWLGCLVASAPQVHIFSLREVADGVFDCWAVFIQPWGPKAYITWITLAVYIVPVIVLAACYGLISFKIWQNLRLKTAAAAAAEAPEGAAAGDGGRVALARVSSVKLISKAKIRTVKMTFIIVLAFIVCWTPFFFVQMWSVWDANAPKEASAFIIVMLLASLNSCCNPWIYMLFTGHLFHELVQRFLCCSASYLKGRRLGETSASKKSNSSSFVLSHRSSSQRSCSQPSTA
PfM18AAP inh – PfM18AAP inhibitors, malaria aminopeptidase, primary screen, biochemical, QFRET, recombinant enzyme. AID 1822, 2009. M18 aspartyl aminopeptidase (Plasmodium falciparum 3D7). actives 1.2% (n = 290,000). H-Glu-NHMec fluorogenic cleavage. inhibition, % at 7.35 µM;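 active means inhibition above the campaign mean inhibition over all tested compounds plus 3 SD, cut at about 28% in these data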;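 further: 0% = plate median of test compound wells and 100% = 2 mM ZnCl2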
V1aR counter – agonists of human V1a receptor, primary screen, counter-screen for OXTR agonist project, fluorescence, CHO-V1R cells; Fluo-8 calcium fluorescence, agonist mode; 0% DMSO, 100% 3 nM vasopressin; activation, % at 3 µM; AID 2797, 2010; Vasopressin V1a receptor (Homo sapiens), P37288; actives 0.25% (n = 320,000);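 active means activation above the mean activation of all tested compounds plus 3 SD, per screening run, cut at about 20% in these data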;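 further: signal is peak over basal fluorescence ratio across a 100 second FLIPR read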
OXTR potentiator – human OXTR potentiators, primary screen, fluorescence, CHO-OTR cells, Fluo-8 calcium. actives 0.061% (n = 320,000). activation, % at 3 µM. AID 2445, 2010. Oxytocin receptor (Homo sapiens), P30559. Fluo-8 calcium fluorescence, potentiator mode; 0% = oxytocin EC15, 100% = EC100;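 active means activation above that plate's cutoff, the mean activation of tested compounds plus 3 SD, cut at about 6.6% in these data, passing the limit was not always enough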;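 further: 100% uses oxytocin at 75 nM as the full agonist control; some results filed as inactive read as strong as hits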
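Material: CHO-OTR cells, human receptor; compound dosing: single dose, 3.0 µM nominal final compound concentration; schedule: 6 min compound pre-incubation at room temperature, 100 s kinetic read; measured by: kinetic Fluo-8 calcium fluorescence; read-out basis: % activation vs EC15 and EC100 oxytocin; controls: EC15 oxytocin alone as 0%, 75 nM oxytocin as 100%; replicates: singlicate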
GPR7 antag – GPR7 receptor antagonists, primary screen, cell-based, fluorescence, single concentration; Neuropeptides B/W receptor type 1 (Homo sapiens), P48145; GPR7-expressing cells, fluorescence antagonist assay; inhibition, % at 4.4 µM; actives 1.1% (n = 290,000); AID 1861, 2009; in the data active means inhibition above about 16%, passing the limit was not always enough;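 further: cells stimulated with the agonist NPW; 0% = agonist with vehicle and 100% = vehicle without agonist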
Target sequence (P48145 whole entry, looked up): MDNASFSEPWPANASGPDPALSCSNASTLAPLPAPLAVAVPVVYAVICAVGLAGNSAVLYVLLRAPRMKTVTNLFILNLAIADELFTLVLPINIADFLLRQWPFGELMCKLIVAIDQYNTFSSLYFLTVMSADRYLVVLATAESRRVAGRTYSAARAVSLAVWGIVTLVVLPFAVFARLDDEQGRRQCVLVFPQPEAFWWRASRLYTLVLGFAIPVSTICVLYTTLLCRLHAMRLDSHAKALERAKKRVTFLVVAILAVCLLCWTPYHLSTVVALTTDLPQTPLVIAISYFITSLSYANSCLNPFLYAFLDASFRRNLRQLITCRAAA
The depositor's hits bear a star; . = no result given; [ ] = dose if it differs, or a comment.

The first 9 compounds (preview)
nr	smiles	PfM18AAP inh	OXTR ag	GalR3 antagonist	GPR7 antag	MEKK2wt PB1 HTS	MEKK2mut PB1 HTS	NALP1 yeast inh	OXTR potentiator	V1aR counter
1	O=C(NCCc1c[nH]c2ccccc12)/C(=C/c1cccnc1)NC(=O)c1cccs1	-12	0.5	-4	-4	103	0	3	-13	0.6
2	CC(C)CN(C(=O)COC(=O)c1cccn1C)c1c(N)n(Cc2ccccc2)c(=O)[nH]c1=O	-1	1.4	2	4	108	9	1	-1	0.7
3	CC(C)CCNc1ncnc2c1nnn2Cc1ccccc1	3	-1.3	-6	1	106	3	16	-7	-0.5
4	COc1ccc(NC(=O)[C@@H]2CC=C[C@@H]3CCN(Cc4ccc(Cl)c(Cl)c4)C(=O)[C@@H]32)cc1	.	-1.0	4	.	98	2	.	-14	-1.1
5	CCCn1c(=N)n(CC(O)c2ccc(C)cc2)c2ccccc21 (configuration not stated)	-2	-1.3	-1	-7	96	-8	-1	-8	0.2
6	Cn1c(N)c(C(=O)COC(=O)C23CC4CC(CC(C4)C2)C3)c(=O)n(C)c1=O	-1	6.2	-6	2	104	7	-2	-12	2.7
7	CCCc1[nH]nc2c1C(c1ccncc1)C(C#N)=C(N)O2 (configuration not stated)	2	-0.4	1	-18	94	-8	10	-4	1.1
8	NC(=O)C1=C[C@H](c2csc3ccccc23)C[C@H](OCCCCO)O1	5	0.0	-3	-6	103	-2	-4	-10	-0.3
9	C#CCOCCOCCOCCNc1nc(N2CCN(C(=O)[C@H](CCCCN)n3cc(CN)nn3)CC2)nc(N2CCN(C(=O)[C@H](CCCN=C(N)N)n3cc(C(N)[C@H](C)CC)nn3)CC2)n1 (some centres not stated)	.	0.5	0	.	.	.	.	7	8.7

The list itself (from the top)
nr	smiles	PfM18AAP inh	OXTR ag	GalR3 antagonist	GPR7 antag	MEKK2wt PB1 HTS	MEKK2mut PB1 HTS	NALP1 yeast inh	OXTR potentiator	V1aR counter
1	O=C(NCCc1c[nH]c2ccccc12)/C(=C/c1cccnc1)NC(=O)c1cccs1	-12	0.5	-4	-4	103	0	3	-13	0.6
2	CC(C)CN(C(=O)COC(=O)c1cccn1C)c1c(N)n(Cc2ccccc2)c(=O)[nH]c1=O	-1	1.4	2	4	108	9	1	-1	0.7
3	CC(C)CCNc1ncnc2c1nnn2Cc1ccccc1	3	-1.3	-6	1	106	3	16	-7	-0.5
4	COc1ccc(NC(=O)[C@@H]2CC=C[C@@H]3CCN(Cc4ccc(Cl)c(Cl)c4)C(=O)[C@@H]32)cc1	.	-1.0	4	.	98	2	.	-14	-1.1
5	CCCn1c(=N)n(CC(O)c2ccc(C)cc2)c2ccccc21 (configuration not stated)	-2	-1.3	-1	-7	96	-8	-1	-8	0.2
6	Cn1c(N)c(C(=O)COC(=O)C23CC4CC(CC(C4)C2)C3)c(=O)n(C)c1=O	-1	6.2	-6	2	104	7	-2	-12	2.7
7	CCCc1[nH]nc2c1C(c1ccncc1)C(C#N)=C(N)O2 (configuration not stated)	2	-0.4	1	-18	94	-8	10	-4	1.1
8	NC(=O)C1=C[C@H](c2csc3ccccc23)C[C@H](OCCCCO)O1	5	0.0	-3	-6	103	-2	-4	-10	-0.3
9	C#CCOCCOCCOCCNc1nc(N2CCN(C(=O)[C@H](CCCCN)n3cc(CN)nn3)CC2)nc(N2CCN(C(=O)[C@H](CCCN=C(N)N)n3cc(C(N)[C@H](C)CC)nn3)CC2)n1 (some centres not stated)	.	0.5	0	.	.	.	.	7	8.7
10	O=C(NCc1cccnc1)c1ccccc1-c1ccccc1	6	-0.5	-1	-1	104	2	7	2	2.1
11	CC(C)(C)C(=O)Nc1ccccc1C(=O)Nc1ccncc1	-2	-0.1	-5	-1	89	3	33	-13	-0.2
12	COC(=O)Cc1cc(C)cc2c(=O)cc(-c3ccoc3)oc12	.	-0.9	8	.	.	.	.	2	-0.7
13	Cc1ccc(-c2nc3cccnc3s2)cc1NS(=O)(=O)c1ccc2c(c1)OCCO2	-1	3.7	.	5	101	7	9	-6	2.4
14	CC(=O)N1CCc2[nH]c3ccccc3c2C1	2	0.9	-5	-8	97	-2	24	-6	-0.2
15	COc1ccc(/C=C/C(=O)Nc2ccc(OC)cc2[N+](=O)[O-])cc1	-7	-1.2	-11	-2	107	21	32	-3	1.6
16	Cc1cc(C(C)(C)C)oc1C(=O)Nc1ccc(CC(=O)O)cc1	-4	0.9	-6	-8	89	-5	11	3	0.4
17	Nc1nc(NCC2CCCO2)nc(Nc2cccc(Cl)c2)c1[N+](=O)[O-] (configuration not stated)	-5	-0.1	-4	-5	99	2	20	4	-0.3
18	CCS(=O)c1ccccc1C(=O)O (configuration not stated)	-7	0.2	-3	-7	96	3	7	-8	0.6
19	Oc1ccccc1N1CCN(C(=S)NCCc2ccccc2)CC1	13	7.5	-4	3	103	1	0	-9	4.2
20	O=C(CN(C(=O)Cn1nnc(-c2cccs2)n1)c1ccc2c(c1)OCCO2)NCc1ccccc1	-2	-0.6	-5	-3	97	-2	24	-17	2.3
21	Cc1ccc(S(=O)(=O)NCC(=O)OCc2csc(-c3ccccc3)n2)cc1	-1	0.6	-2	-1	107	-1	.	-6	6.0
22	CC1CN(C2=NC(=O)/C(=C3/C(=O)N(Cc4ccc(F)cc4)c4ccccc43)S2)CC(C)O1 (configuration not stated)	0	2.0	0	1	91	-16	8	6	-1.1
23	CCOC(=O)Cn1cc(C(=O)C(C)(C)C)c2ccccc21	-1	-1.7	-2	-10	96	-2	3	6	-1.1
24	Cc1cc(/C=C\c2nc(O)c([N+](=O)[O-])c(=O)[nH]2)c(C)n1-c1ccccc1	16	-0.2	-2	4	103	-5	-6	3	-0.4
25	COc1ccc(NC(=O)COC(=O)CNS(=O)(=O)c2ccccc2)cc1OC	0	0.5	-5	-4	106	0	7	3	-0.2
26	CN(C)CCOc1cccc(Cl)c1	-3	0.4	-3	-7	98	0	38	-13	0.2
27	CC(C)CN1C(=O)c2ccc(NC(=O)c3ccccc3F)cc2C1=O	4	2.0	-6	-6	103	7	4	-10	2.5
28	COc1ccc(-c2nc(CC(=O)O)cs2)cc1OC	6	-0.1	-3	-11	106	1	11	-9	-1.1
29	CC(=O)N1N=C(c2ccco2)CC1c1cc2ccc(C)cc2nc1Cl (configuration not stated)	3	-2.0	-2	-7	97	-1	-1	-6	-0.2
30	COc1ccc(C(CC(=O)O)NC(=O)c2cccs2)cc1 (configuration not stated)	-6	1.8	-3	-10	102	0	13	1	1.0
31	COC(=O)c1c(-c2ccc(OC)cc2)sc2ccc(OC)cc12	.	2.1	2	.	.	.	.	-5	0.6
32	CCC(NS(=O)(=O)c1ccc2c(c1)NC(=O)C(C)C(=O)N2)c1cccs1 (configuration not stated)	2	0.7	.	0	100	1	0	5	0.2
33	COc1ccc(CC(=O)NCC2CCCN(Cc3cccc(SC)c3)C2)cc1 (configuration not stated)	-3	-1.2	-4	16	109	2	4	-14	1.6
34	O=C(O)c1cccc(NC(=O)C2C3C=CC(C3)C2C(=O)OCC(F)(F)C(F)F)c1 (configuration not stated)	1	-0.8	2	-5	106	8	-4	-4	0.6
35	CSc1ccccc1NC(=O)CSc1nnc(Cc2ccccc2)o1	0	-0.7	-8	3	107	5	6	-2	0.1
36	Clc1ccc(CN(Cc2ccccc2)C(c2cccs2)c2nnnn2C2CCCC2)cc1 (configuration not stated)	3	-1.0	-2	-2	110	3	-1	-12	0.1
37	COC(=O)c1ccc(CSCC(=O)Nc2ccccc2)cc1	-3	0.1	-5	3	99	3	5	5	0.2
38	COc1cc(CCC(=O)Nc2cc(Cl)ccc2N2CCN(C)CC2)cc(OC)c1OC	-8	1.4	-4	8	124	8	18	-1	0.4
39	CN1CCN(CC(=O)Nc2cc(N3CCOCC3)ccc2[N+](=O)[O-])CC1	-5	1.8	-5	-13	104	-2	12	-2	-0.2
40	S=C(NCc1ccco1)N1CCN(Cc2ccco2)CC1	4	1.8	0	-12	91	-4	2	-1	0.7
41	CCCOc1ccc(C2=NNC(=O)CC2)cc1	1	-1.2	7	-9	99	-1	18	3	-0.6
42	CN(C)C(CNc1ccc(C(F)(F)F)cn1)c1ccccc1 (configuration not stated)	2	3.0	-5	0	114	7	16	-9	1.1
43	CCOC(=O)c1cccc(NC(=O)COC)c1	-3	-0.7	-1	-15	102	2	16	-10	1.3
44	O=C(OCC#CCSc1nnc(-c2cccc3ccccc23)o1)c1cc2ccccc2o1	.	2.9	-2	.	.	.	.	-4	1.5
45	CCn1nc(NS(=O)(=O)c2ccc(C)cc2)c2cc3ccccc3nc21	-3	-0.2	4	1	99	-2	14	-2	0.7
46	O=C1CCC(=O)N1CC(O)COc1ccccc1 (configuration not stated)	-9	-0.3	-8	0	104	7	20	-12	0.7
47	Cc1ccc(S(=O)(=O)N2C=CC(C(F)(F)F)=NCC2)cc1	-10	1.2	-3	1	1.0*[inhibitor]	-21	18	-9	0.6
48	COC(=O)c1cscc1S(=O)(=O)Cc1ccccc1	5	-0.3	-2	-6	109	3	6	-4	0.0
49	CSc1ccccc1-c1n[nH]c(=S)o1	-4	.	8	-5	98	-1	-48	.	.
50	O=C(Nc1cccc(F)c1)/C(=C\c1ccco1)NC(=O)c1ccco1	-3	-0.4	-9	3	104	1	2	-7	2.3

More results.
nr	smiles	PfM18AAP inh	OXTR ag	GalR3 antagonist	GPR7 antag	MEKK2wt PB1 HTS	MEKK2mut PB1 HTS	NALP1 yeast inh	OXTR potentiator	V1aR counter
51	O=C(Nc1ccccc1)c1nnn(Cc2ccccc2)c1NC(=O)C(F)(F)F	-2	0.6	-3	6	94	-1	6	-6	0.3
52	O=C(Nc1cccc(S(=O)(=O)N2CCCCC2)c1)c1ccco1	.	0.3	-3	.	.	.	.	-2	0.1
53	CCC(Cc1ccccc1)NC(=O)C1CCN(c2nn3c(=O)cc(C)nc3s2)CC1 (configuration not stated)	-1	-0.8	1	-4	102	1	18	-2	-0.6
54	CC(C)CC(C(=O)N1CCc2ccccc2C1)N1C(=O)c2ccccc2C1=O (configuration not stated)	-6	-1.8	-6	20*	97	-3	9	-19	-1.4
55	CC(C)CC1=NN2C(=N)/C(=C\c3coc4ccccc4c3=O)C(=O)N=C2S1	4	.	-5	-10	83	-2	8	.	.
56	Cc1ccc(/C(C#N)=C\c2cn(C)c3ccccc23)cc1	6	-1.9	.	-13	107	6	22	-17	0.0

The order is random (roughly 4.1% active in at least one column).
